Screening data: PubChem BioAssay, National Center for Advancing Translational Sciences (NCATS)
Gal4-VP16 FLuc: Gal4-VP16 reporter inhibition counter-screen; Drosophila S2 Gal4-VP16 UAS-luciferase, luminescence, 20 h; Potency, µM (series often up to 53.6 µM), for the others: top-dose activity, negative = inhibition, usual class: inhibitors; 3.5% of 310,000 active;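 also: Gal4-VP16 expression switched on by copper sulfate through the metallothionein promoter; % is scaled to controls: 0 for no effect and ±100 for the full control effect; nearly all actives have a fitted effect of over 50% in size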
uPA surface inh: cell surface uPA generation inhibition. Potency, µM (series often up to 38.3 µM), inactives show top-dose activity change, negative = inhibition, hits mostly inhibitors. 0.31% of 330,000 active. cell surface uPA generation assay, qHTS; active = well fitted inhibition curve with a large enough effect; inconclusive = small, poorly fitted or top-dose-only effect; inactive = no such curve, though single readings can be large or run the other way; tested in mouse RAW 264.7 cells; also: % is scaled to controls: 0 for no effect and ±100 for the full control effect; nearly all actives have a fitted effect of over 55% in size
p53 reactivator: mutant p53 re-activation in reporter cells; Potency, µM (top dose mostly 92.2 µM), inactives show at the top dose activity change, positive = activation, most hits filed as activators; 0.063% of 320,000 active; AID 504706; H1299 p53-A138V BP100-luciferase reporter, luminescence, 24 h; also: % of control where 0% means no effect; nearly all actives have a fitted effect of over 45% in size
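p53-null H1299 cells stably carrying temperature-sensitive p53-A138V and a BP100-luciferase reporter were pinned with compounds (4-point, 1:5 series) and held 24 hrs at 37 deg C. Luminescence was read 10 min after detection reagent.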
BRCA1 expr act: activators of BRCA1 expression. 1.1% of 380,000 active. Potency, µM (titrated, usually from 46.1 µM), for the others: top-dose activation, actives largely listed as activators. MCF7-BRCA1-FFLuc reporter, luminescence, 48 h; response scale: scaled: vehicle 0%, 10 µM genistein 100%; also: nearly all actives have a fitted effect of over 80% in size; some results filed as inactive show a strong effect at the top dose
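Cells: MCF7-BRCA1-FFLuc, 2000/well. Exposure: 48 h, 37 °C, 5% CO2. Read: luminescence, 15 min post-substrate. Controls: genistein 10 microM (maximal activation), DMSO (neutral).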
NPC1 promoter act: activators of NPC1 promoter | Huh7 NPC1 promoter luciferase reporter, 24 h | Potency, µM (top dose mostly 9.22 µM), for the others: at the top dose activation, hits mostly activators | 2.4% of 320,000 active | AID 485313;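 also: % of control where 0% means no effect; nearly all actives have a fitted effect of over 60% in size; reporter is driven by a mutant NPC1 promoter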
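Huh7 cells stably carrying NPC1 promoter–luciferase, plated in Opti-MEM with 10% FBS for 2 h, were exposed to compound in DMSO for 24 h at 37 °C; luciferase reagent was added for 10 min and luminescence read.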
FLuc counter: counter-screen for miR-21 project: firefly luciferase inhibitors or activators | P08659 | purified FLuc, Km substrates, luminescence inhibition | Potency, µM (doses to about 57.5 µM), for the others: at the top dose activity change, negative = inhibition, actives largely listed as inhibitors | 6.9% of 360,000 active | AID 588342;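 also: plate controls were vehicle for no effect and reference inhibitor for full effect; nearly all actives have a fitted effect of over 55% in size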
Target sequence (P08659 whole entry, looked up): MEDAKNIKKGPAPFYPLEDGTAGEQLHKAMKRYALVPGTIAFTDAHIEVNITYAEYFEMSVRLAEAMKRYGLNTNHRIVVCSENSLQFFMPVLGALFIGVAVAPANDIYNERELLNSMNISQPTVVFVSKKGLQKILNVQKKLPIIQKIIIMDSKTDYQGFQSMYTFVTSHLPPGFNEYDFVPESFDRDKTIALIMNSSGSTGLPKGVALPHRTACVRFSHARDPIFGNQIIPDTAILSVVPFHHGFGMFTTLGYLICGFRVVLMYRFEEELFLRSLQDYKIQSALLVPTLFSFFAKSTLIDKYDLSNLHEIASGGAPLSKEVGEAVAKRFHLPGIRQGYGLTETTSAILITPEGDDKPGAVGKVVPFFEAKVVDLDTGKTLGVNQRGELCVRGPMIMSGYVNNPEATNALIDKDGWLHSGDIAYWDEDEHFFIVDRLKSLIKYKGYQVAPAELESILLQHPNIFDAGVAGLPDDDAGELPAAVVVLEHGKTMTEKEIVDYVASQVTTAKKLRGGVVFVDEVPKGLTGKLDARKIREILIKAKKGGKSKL
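Purified P. pyralis luciferase, 10 nM final, with Km-level 10 uM D-luciferin and 10 uM ATP in 50 mM Tris acetate pH 7.5, 10 mM Mg acetate, 0.01% Tween-20, 0.05% BSA; 6-point qHTS titration about 60 µM downward; luminescence read.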
RORg inh: blocks mouse ROR gamma transcriptional activity; P51450; Drosophila S2 Gal4-RORgamma UAS-luciferase reporter, 20 h; Potency, µM (top dose mostly 53.6 µM), for the others: at the highest dose activity change, negative = inhibition, usual class: inhibitors; 5.4% of 310,000 active; AID 2551; also: % is scaled to controls: 0 for no effect and ±100 for the full control effect; nearly all actives have a fitted effect of over 60% in size
Target sequence (P51450 whole entry, looked up, the tested form may be a part): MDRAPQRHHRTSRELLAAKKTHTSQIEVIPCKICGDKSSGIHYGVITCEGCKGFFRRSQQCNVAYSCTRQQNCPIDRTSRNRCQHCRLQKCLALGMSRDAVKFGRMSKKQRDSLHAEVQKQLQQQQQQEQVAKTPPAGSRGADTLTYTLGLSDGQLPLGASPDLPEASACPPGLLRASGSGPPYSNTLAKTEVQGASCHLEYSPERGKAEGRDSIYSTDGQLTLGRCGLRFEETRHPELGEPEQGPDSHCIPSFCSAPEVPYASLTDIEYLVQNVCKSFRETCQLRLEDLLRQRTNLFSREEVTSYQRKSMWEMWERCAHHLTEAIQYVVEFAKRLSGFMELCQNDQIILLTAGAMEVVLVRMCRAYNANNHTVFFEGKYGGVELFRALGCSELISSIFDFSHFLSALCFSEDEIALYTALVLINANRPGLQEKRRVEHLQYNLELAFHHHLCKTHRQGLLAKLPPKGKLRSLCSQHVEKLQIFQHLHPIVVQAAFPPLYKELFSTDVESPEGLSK
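Drosophila Schneider cells stably carrying a metallothionein-driven Gal4 DBD–ROR gamma fusion and a UAS-Photinus luciferase reporter were exposed to compound for 1 hr, then induced with copper sulfate (700 uM final) for 20 hr at ambient temperature before luminescence reading.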
MBNL1-CUG inh: MBNL1-poly(CUG) RNA binding inhibition; Potency, µM (titrated, usually from 57.5 µM), inactives show top-dose activity change, negative = inhibition, usual class: inhibitors; Q9NR56; 0.036% of 280,000 active; TR-FRET MBNL1-His/biotin-(CUG)12 binding, 665/545 ratio; active = well fitted inhibition curve with a large enough effect in the signal ratio, with a control signal flat, not every such curve was filed as active; inconclusive = small, poorly fitted or top-dose-only effect, or effect the other way, or a change in a side signal; inactive = no such curve, though single readings can be large or run the other way; the % refers to the signal ratio; also: % is scaled to controls: 0 for no effect and ±100 for the full control effect
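Inhibition of protein-RNA binding appears as loss of TR-FRET between terbium anti-His antibody on MBNL1-His and streptavidin-XL665 on biotin-(CUG)12. Activity is normalized to buffer-only and uninhibited-complex controls.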
ELG1 genotoxic: inducers of genotoxicity in HEK293T ELG1-luciferase cells; AID 504466; HEK293T ELG1-luciferase reporter, luminescence, 16 h; 1.3% of 330,000 active; Potency, µM (doses to about 46 µM), for inactives: at the top dose activity change, positive = activation, hits mostly activators; also: % of control where 0% means no effect; nearly all actives have a fitted effect of over 60% in size
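Luminescence read-out: rising ELG1-luciferase signal, reflecting elevated ELG1 protein under genetic stress, flags genotoxic compounds. Cells were treated for 16 hr at 37 °C before ONE-Glo detection.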
Rab9 promoter act: activators of Rab9 promoter. Huh7 Rab9 promoter-luciferase reporter, luminescence, 24 h. Potency, µM (titrated, usually from 9.22 µM), without a hit: at the highest dose activation, negative = inhibition, actives largely listed as activators. 2.8% of 320,000 active. AID 485297; also: % of control where 0% means no effect; nearly all actives have a fitted effect of over 60% in size
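Luciferase signal after 10 min detection reagent at ambient indicates Rab9 promoter upregulation; stably transfected Huh7 cells were treated 24 h with compound in DMSO at 37 °C, 5% CO2.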
* = called active by the depositor; ? = inconclusive; · = not tested or not shown; & = joins results of further samples; [ ] = another dose, or the depositor's remark. Unless noted, calls follow the shape of the dose curve; as a rule, active = well fitted curve in the direction sought with a large enough effect; inconclusive = small, poorly fitted or top-dose-only effect, or another doubt; inactive = no such curve, though single readings can be large; an effect the other way counts as inactive or inconclusive. Potency is read from the fitted curve at half-maximal effect. Compounds were not picked by outcome; any-hit rate near 13%.

SMILES	FLuc counter	Rab9 promoter act	p53 reactivator	NPC1 promoter act	MBNL1-CUG inh	RORg inh	uPA surface inh	Gal4-VP16 FLuc	BRCA1 expr act	ELG1 genotoxic
CCOC(=O)C1=C(C)NC2=C(C(=O)CC(C)(C)C2)C1c1ccc(N(C)C)cc1 (stereo not given)	3.5%	-0.9%	-8.4%	-3.2%	8.0%	11.4%	·	22.5%	-2.8%	5.3%
CCOCCCN(C(=O)Nc1ccc(CC)cc1)C1CCN(C(C)=O)CC1	2.6%	-5.0%	-1.1%	-5.1%	-0.9%	39.1%	6.0%	12.0%	19.1%	2.3%
CCNC(=O)C(=O)c1c(-c2ccccc2)[nH]c2ccccc12	5.2%	-7.0%	-0.6%	-7.0%	3.5%	9.8%	-1.7%	4.8%	-22.8%	10.9%
CCN(CC)CCCNC(=O)C(C)n1nc(C)c2sc3ccccc3c2c1=O (stereo not given)	0.4%	-6.0%	-5.2%	-3.3%	-1.2%	-24.5%	0.5%	-3.6%	-15.4%	-0.4%
O=C(CS(=O)(=O)c1ccc(C(F)(F)F)cn1)NNC(=O)c1ccccc1	-1.9%	4.4%	-3.8%	1.1%	-4.5%	34.8%	1.5%	-2.1%	-13.1%	-0.1%
Cc1nnc(SCC(=O)Nc2ccc([N+](=O)[O-])cc2)n1C	-2.4%	7.7%	-1.9%	1.1%	?	13.1%	-16.3%	-0.9%	-6.9%	0.2%
CC(=O)[C@@H]1[C@@H]2C(=O)N(Cc3ccccc3)C(=O)[C@@H]2C2c3ccccc3C=CN21 (stereo not given in full)	4.3%	0.2%	9.9%	0.4%	12.3%	-26.7%	0.1%	-2.4%	2.1%	-2.0%
CC(C)(C)C(=O)Nc1scc(-c2ccc(-c3ccccc3)cc2)c1C(=O)O	2.9%	-2.8%	6.3%	1.7%	0.9%	9.3%	-3.3%	3.2%	2.3%	-8.4%
Cn1c(SCC(=O)NCCc2ccccc2)ncc(C(=O)Nc2ccccc2)c1=O	4.2%	-0.6%	-1.3%	-0.6%	·	·	-2.6%	·	-59.8%	3.7%
O=C(CSc1nc2ccccc2s1)N/N=C/c1cc([N+](=O)[O-])ccc1O	-1.9%	-4.5%	8.4%	-8.8%	-2.9%	5.01µM*	-3.4%	?	-41.9%	-5.4%
O=C(CC1(O)C(=O)Nc2cc(Cl)cc(Cl)c21)c1ccccc1O (stereo not given)	0.2%	-2.1%	19.8%	-2.5%	12.0%	?	-7.1%	?	-73.5%	0.5%
CC(C)(Cc1ccccc1)NC(=O)C(=O)c1cn(CC(=O)N2CCOCC2)c2ccccc12	?	-5.6%	-7.9%	-1.9%	-4.2%	3.3%	-6.1%	0.8%	-10.8%	-0.4%
O=C(NNC(=O)c1ccccc1F)c1ccc(NS(=O)(=O)c2ccc(F)cc2)cc1	-0.8%	-6.1%	-3.1%	0.0%	·	·	-0.8%	·	-12.3%	1.1%
CCN(CC(=O)Nc1ccccc1C(F)(F)F)C(=O)c1cc(-c2cccs2)nn1-c1ccccc1	3.9%	-0.4%	17.5%	-1.5%	11.0%	30.7%	6.8%	-3.0%	-18.2%	-19.2%
Cc1ccoc1C(=O)NCc1occc1C(=O)O	1.2%	-3.3%	-0.7%	-2.0%	0.2%	-10.3%	0.5%	-6.6%	2.9%	0.2%
CCOc1nc(-c2ccc(Cl)cc2)nc2ccccc12	2.4%	-0.2%	-0.4%	1.8%	?	2.4%	4.4%	-13.3%	-45.3%	2.1%
O=C(c1ccc(COc2c(F)c(F)c(F)c(F)c2F)o1)N1CCOCC1	5.1%	-8.8%	-12.9%	-3.9%	0.7%	-16.8%	-3.8%	4.2%	-25.7%	1.5%
O=C(Nc1ccc2c(c1)OCO2)C1CCCCN1S(=O)(=O)c1ccccc1 (stereo not given)	-19.6%	1.7%	-3.0%	1.3%	-3.4%	-3.6%	6.9%	14.6%	26.5%	9.4%
COc1cccc(CNC(=O)C2CCN(c3nn4c(=O)cc(C)nc4s3)CC2)c1	-1.6%&-7.0%	0.6%	1.8%	-0.2%	-19.7%	12.6%	2.4%	14.6%	3.6%&-2.3%	0.5%
Cc1cc(C)n2nc3ccccc3c2n1	-8.1%	15.3%	13.3%	-0.9%	12.7%	0.4%	-6.7%	-9.0%	7.4%	2.0%
Oc1oc(-c2ccccc2)nc1C=NCc1ccncc1	-13.7%	11.6%	-0.6%	-0.6%	?	24.3%	0.5%	22.2%	5.3%	-0.6%
COc1ccccc1CNC(=O)c1cc2c(C)nn(Cc3ccc(F)cc3)c2s1	-0.2%	5.9%	-11.6%	-2.2%	-0.8%	?	5.9%	1.4%	-44.7%	-5.8%
COc1cc(/C=C/C(=O)N2CCN(Cc3ccccc3)CC2)cc(OC)c1OC	-3.1%	-4.8%	-6.4%	-5.1%	-2.0%	-1.9%	-9.4%	-0.3%	-30.7%	0.1%
NC(=O)c1cnn2c(C(F)(F)F)cc(-c3ccc(F)cc3)nc12	-0.3%	15.2%	-5.1%	10.4%	?	-28.4%	-5.1%	-16.8%	-10.0%	-6.9%
CC(C)(C)C(=O)OCc1cn(-c2ccccc2)nn1	?	13.1%	?	?	-2.2%	-2.1%	-2.6%	5.0%	9.0%	13.8%
CC(C)(C)C1CCC(OC(=O)C[N+]2(C)CCCC2)CC1 (stereo not given)	4.4%	-1.9%	0.1%	-2.6%	2.6%	8.2%	10.4%	1.7%	-33.8%	-1.1%
O=C1COc2ccc(C(=O)COC(=O)c3cnc(Cl)c(Cl)c3)cc2N1	-3.1%	-0.3%	4.5%	-4.7%	·	11.8%	1.4%	-1.7%	14.5%	-2.9%
O=C(CN1C(=O)NC(c2ccccc2)(c2ccccc2)C1=O)Nc1ccc(N2CCOCC2)cc1	·	·	-6.6%	·	·	·	3.7%	·	-14.8%	0.6%
CC(=O)O/N=C(/c1nonc1N)N1CCN(c2ccc([N+](=O)[O-])cc2Cl)CC1	1.2%	1.6%	-10.7%	-4.9%	·	?	2.2%	?	2.9%	0.0%
CCOc1ccccc1NC(=O)c1cnccn1	0.5%	-9.1%	·	3.1%	-4.2%	?	-5.1%	23.1%	-1.3%	1.3%
O=C1c2ccccc2C(=O)N1Cc1nc2ccccc2o1	-0.5%	-11.1%	0.2%	-5.1%	4.7%	-23.5%[10 µM]	8.9%	5.5%	2.9%	-3.1%
O=C(O)CNC(=O)C(Cc1ccccc1)NC(=O)OCc1ccccc1 (stereo not given)	3.3%	-2.4%	1.2%	-5.4%	-2.7%	-2.3%	-2.3%	6.1%	-3.3%	7.1%
Cc1cc([N+](=O)[O-])nn1CCCC(=O)O	2.1%	-10.3%	0.7%	-3.1%	-0.5%	2.6%	-1.0%	-10.6%	0.0%	4.8%
O=C(O)c1ccc(S(=O)(=O)N2CCSCC2)cc1	-0.5%	-2.9%	-3.8%	-1.2%	-6.9%	-0.3%	-0.4%	-0.6%	-5.7%	-0.9%
CC1(C)CC(CCC(=O)Nc2ccc(S(N)(=O)=O)cc2)C(=O)O1 (stereo not given)	3.2%	16.4%	-3.0%	0.5%	1.3%	0.0%[10 µM]	6.6%	-1.5%	5.5%	-0.2%
c1ccc(-c2cn(-c3ccccc3)c3ncnc(N4CCCCC4)c23)cc1	-16.5%	3.2%	-1.4%	0.8%	-12.1%	-13.1%	8.4%	-0.6%	-72.4%	-10.7%
O=[N+]([O-])c1ccccc1/C=C/C=N/n1c(-c2ccccc2)n[nH]c1=S	-25.4%	-2.5%	7.1%	0.9%	?	6.31µM*	-6.2%	0.9%	-24.5%	3.7%
COc1cccc(-c2cc(C(=O)NCCc3ccccc3)no2)c1	-1.3%	-16.0%	-1.4%	-2.6%	-17.4%	-2.2%	·	2.9%	3.8%	2.7%
O=C(Oc1cccc2cccnc12)c1cccc(-n2cnnn2)c1	4.2%	13.6%	53.7%	-0.5%	-9.0%	-11.6%	0.3%	-5.5%	5.1%	1.2%
O=C(CNC(=S)N(CCCN1CCOCC1)Cc1cccs1)NC1CC1	1.2%	18.2%	-4.2%	-0.9%	·	-1.0%	-1.1%	3.0%	0.6%	0.7%
Cn1cc(CN2CCC(n3nccc3NC(=O)CCOc3ccccc3)CC2)cn1	-0.2%	-0.3%	-7.8%	3.5%	-6.4%	-11.0%	-1.0%	-7.3%	-1.0%	-0.3%
O=C(COc1ccc(C(=O)NCc2cccnc2)cc1)Nc1cccc(C(F)(F)F)c1	-6.8%	-7.9%	-14.9%	-0.2%	·	·	-9.3%	·	-32.8%	-9.3%
